# Source: PubChem BioAssay
# ALOX12 inh: inhibitors of human 12S-lipoxygenase ALOX12; Potency, µM (highest dose often 108 µM), without a hit: top-dose activity change, negative = inhibition, hits mostly inhibitors; P18054; purified 12hLO, xylenol orange hydroperoxide absorbance; 580,000 compounds, 1.1% hits; active = well fitted inhibition curve with a large enough effect; inconclusive = small, poorly fitted or top-dose-only effect, or another doubt; inactive = no such curve, though single readings can be large or run the other way; also: potency is read from the fitted curve at half-maximal effect
# Target sequence (P18054 whole entry, looked up): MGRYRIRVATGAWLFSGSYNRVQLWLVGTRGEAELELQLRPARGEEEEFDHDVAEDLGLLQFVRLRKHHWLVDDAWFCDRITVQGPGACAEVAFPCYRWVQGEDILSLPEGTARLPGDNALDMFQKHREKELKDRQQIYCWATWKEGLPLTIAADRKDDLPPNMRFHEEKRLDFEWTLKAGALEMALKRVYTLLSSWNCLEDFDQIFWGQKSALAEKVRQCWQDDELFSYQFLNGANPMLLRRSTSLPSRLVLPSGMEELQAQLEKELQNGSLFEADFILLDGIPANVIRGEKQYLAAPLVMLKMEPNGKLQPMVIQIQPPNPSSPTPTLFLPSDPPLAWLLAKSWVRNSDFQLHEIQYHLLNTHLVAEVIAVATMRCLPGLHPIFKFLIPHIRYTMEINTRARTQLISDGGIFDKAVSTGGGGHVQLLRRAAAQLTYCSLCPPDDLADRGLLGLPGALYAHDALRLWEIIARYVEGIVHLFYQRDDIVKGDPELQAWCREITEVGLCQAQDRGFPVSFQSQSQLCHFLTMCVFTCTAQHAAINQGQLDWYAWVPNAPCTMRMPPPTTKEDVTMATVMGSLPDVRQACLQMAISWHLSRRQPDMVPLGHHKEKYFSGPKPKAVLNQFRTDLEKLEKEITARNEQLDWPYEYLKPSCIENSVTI
#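 Purified human 12hLO (150 nM final) in 25 mM Hepes, 0.01% Triton X-100, pH 7.0 was preincubated 15 min at room temperature with compound. Then 40 uM arachidonic acid was added, 30 min. Hydroperoxide was read by Fe-XO absorbance ratio 573/405 nm.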
# LDHA inh: blocks human lactate dehydrogenase A; P00338; purified LDHA, NADH/diaphorase-resazurin fluorescence; active compounds read low; 480,000 compounds, 0.15% hits; activity change, % (values are at about 110 or 230 µM); in the data active = activity change below about -30%; inconclusive = mostly about -25% to -30%;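 also: plate controls were DMSO wells for no effect and wells without enzyme for full effect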
#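 Resorufin fluorescence (ex540/em590), read at 0 and 20 min after diaphorase/resazurin addition, reports the NADH left after a 5 min room-temperature reaction of 2 nM human LDH5 with 0.06 mM NADH and 0.2 mM pyruvate.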
# * hit, by the source's call; ? = inconclusive; [ ] = another dose, or the depositor's remark. Unless noted, % is scaled to controls: 0 for no effect and ±100 for the full control effect. This is a subset, so the mix of outcomes need not match the whole.
Structure	ALOX12 inh	LDHA inh
COC(=O)c1c(C)[nH]c(C(=O)C(C)OC(=O)c2ccccc2F)c1C (stereo unspecified)	12%	1
N#C/C(=C/c1cccc(O)c1)c1nc2ccccc2[nH]1	-3%	2
CCCCOCCCNC(=O)CCC(=O)NC1CCCC(C)C1C (stereo unspecified)	-18%	6
CC(C)C[C@H](NC(=O)c1ccc2nc(-n3cccc3)sc2c1)C(=O)NCc1cccnc1	12%	-18
O=C(c1cc(S(=O)(=O)NC2CC2)c(Cl)cc1Cl)N1CCN(c2ccccc2O)CC1	?	13
CCCN(Cc1cccs1)C(=O)Nc1ccc(OC)c(OC)c1	-21%	-1
C/C(=N\NC(=S)Nc1cccc(C)c1)c1ccc(Br)cc1	?	-4
Cc1ccc(-c2nc3ccccc3s2)cc1NC(=O)C(C)C	-1%	-1
CCN(CC)S(=O)(=O)c1c(C)n[nH]c1C	48%[activator]	-4
NC(=O)C(Sc1ncccc1Cl)c1ccccc1 (stereo unspecified)	?	5
COc1ccc(C(=O)Nc2ncccc2C)cc1Br	-4%	4
C=CCn1c(NCCCOCC)nc2c1c(=O)[nH]c(=O)n2C	15%	2
CC(NC(=O)C(=O)Nc1ccccc1Cl)c1ccccc1 (stereo unspecified)	?	-1
Cc1ccc(S(C)(=O)=O)cc1C(=O)NC(C)C1CC1 (stereo unspecified)	-6%	4
COC(=O)C1=C(C)N(C)C(C)=C(C(=O)OC)C1c1cccc(C(F)(F)F)c1	10%	5
CN(C)CCN1CCN(C(c2ccnc3ccccc23)c2nnnn2-c2ccc3c(c2)OCCO3)CC1 (stereo unspecified)	-20%	-3
N#Cc1nc(-c2ccco2)oc1N1CCN(CC(=O)N(Cc2ccccc2F)C2CC2)CC1	39%[activator]	-9
O=C(C1COc2ccccc2O1)N1CCN(Cc2cc(=O)oc3cc(O)ccc23)CC1 (stereo unspecified)	0%	-1
O=C(O)c1ccc2c(c1)c(C(C(=O)O)N1CCN(c3ncccn3)CC1)cn2Cc1ccccc1 (stereo unspecified)	-13%	-1
COc1ccccc1N1CCN(C(=O)C(=O)c2cccc([N+](=O)[O-])c2)CC1	-6%	-5
Cc1cc(C(=O)OC(C)C(=O)Nc2ccc(Cl)cc2F)c(C)o1 (stereo unspecified)	?	-8
CC(C)c1ccc(/C=C(\C#N)C(=O)NC2CCCC2)cc1	0%	3
O=C(c1ccccc1O)N1CCN(S(=O)(=O)c2ccc3ccccc3c2)CC1	?	-1
C(=N\N=C(c1ccccc1)c1ccccc1)/c1cccs1	50%[activator]	0
NS(=O)(=O)c1ccc(CCC(=O)Nc2nc3c(s2)CCCC3)cc1	-6%	-2
Cc1ccccc1-c1nc2cc(NC(=O)c3cccs3)ccc2o1	15%	7
CC(=O)c1sc(Nc2ccc(C)c(C)c2)nc1C	-10%	-2
CC(C)(C)C(=O)C(Cc1ccc(C#N)cc1)C(=O)C(C)(C)C	-5%	6
Cc1ccc(NC(=S)NCC2(C)CC(NC(=S)Nc3ccc(C)cc3C)CC(C)(C)C2)c(C)c1 (stereo unspecified)	7.1µM*	-5
Cc1ccc(C(=O)NCCN2CCC(n3c(=O)[nH]c4ccccc43)CC2)cc1F	?	-4
N#Cc1cc2c(cc1C(=O)c1ccccc1)OCCO2	0%	7
CC(=O)c1ccc(NC(=O)Cn2nc(-n3nc(C)cc3C)ccc2=O)cc1	-14%	1
COc1cc(C(=O)N(Cc2nc3nc(C)cc(=O)n3[nH]2)c2ccc(F)cc2)cc(OC)c1OC	?	-9
CC[C@H](C)NC(=O)c1ccc2nc(-c3ccc(C)cc3)cc(OC)c2c1	52%[activator]	-11
O=C(c1cn[nH]c1-c1ccccc1)N1CCN(S(=O)(=O)c2ccc3c(c2)CCC3)CC1	29%	3
CN(CC(=O)Nc1nccs1)S(=O)(=O)c1ccc(Br)cc1	-5%	-3
CCOC(=O)NC(CNC(=O)C(C)OCc1ccccc1)CC(C)C (stereo unspecified)	?	5
Cc1cccc(C(=O)Nc2c(NCC3CCCCC3)c3ccccc3oc2=O)c1	?	0
O=C(CC(=O)c1ccc(F)cc1)c1ccc(F)cc1	-1%	-2
CNCc1ccc(-c2ccc(Cl)cc2)o1	-27%	6

# Structures shown so far that contain a thiophene ring, fused or not:
Structure	ALOX12 inh	LDHA inh
CCCN(Cc1cccs1)C(=O)Nc1ccc(OC)c(OC)c1	-21%	-1
C(=N\N=C(c1ccccc1)c1ccccc1)/c1cccs1	50%[activator]	0
Cc1ccccc1-c1nc2cc(NC(=O)c3cccs3)ccc2o1	15%	7

# Additional structures.
Structure	ALOX12 inh	LDHA inh
O=C(Nc1ccc(Cl)cc1)C1CC2CCC1C2 (stereo unspecified)	-11%	-1
CCCC1CCC(c2ccc(OC(=O)c3ccco3)cc2)CC1 (stereo unspecified)	-21%	2
CC1CCN(S(=O)(=O)c2ccc(NC(=O)c3cc(=O)c4ccccc4o3)cc2)CC1	?	-1
O=C(Cc1ccc(Cl)cc1Cl)Oc1ccccc1Cc1ccccc1	-19%	1
O=C(NCC1CCCO1)c1ccc(-c2nnc(-c3ccccc3)o2)cc1 (stereo unspecified)	7%	-7
CCn1cnc2c1c(=O)n(CC(=O)Nc1ccc3c(c1)OCO3)c(=O)n2Cc1ccccc1	-27%	24
Cc1ccccc1CN1CCN(Cn2nc(C)c3ccccc3c2=O)CC1	-29%	-2
CC(=O)c1ccc(NC(=O)c2cnn(-c3cccc(C)c3)c2-n2cccc2)cc1	-18%	11
O=S(=O)(c1ccc(F)cc1)N1CCN(c2nc3ccccc3o2)CC1	-50%	0
CNC(=O)Nc1ccc(NC(=O)c2cc3ccc(OC)cc3nc2C)cc1	10%	-3
CCCOc1cc(OCCC)c2c(C)c(CCC)c(=O)oc2c1	29%	-1
COc1ccc(NC(=O)c2cc(C)nc3ccccc23)cc1OC	-9%	15
CCC(C)[C@H]1CNC(=O)C(=O)N1CCCCC1CCCCC1 (stereo partly specified)	9%	-2
Cc1cc(Br)cn2c(Cc3cccc(F)c3)c(-c3ccc(F)cc3)nc12	0%	2
COc1ccc(NC(=O)CSc2nc(CCSC)c(C)[nH]2)cc1	-10%	1
CC(C)CNC(=O)c1ccc2c(c1)NC(=O)CS2	?	4
Cc1noc(C)c1COc1ccc(CC(=O)Nc2nc(C3CC3)cs2)cc1	-18%	12
O=[N+]([O-])c1cccc2ccc(/C=C/c3ccccc3OC(F)F)nc12	-12%	8
CNC(=O)c1ccc(CNC(=O)NCC2(c3ccccc3)CC2)cc1	1%	10
COc1ccc(CNC(=O)c2cc(=O)c(OCc3ccccc3F)co2)cc1	32%[activator]	1
COC(=O)c1ccc(/C=C/c2nc3ccc(OC)cc3s2)cc1	-46%	8
O=C(CCC1CCCCC1)NCCc1cccnc1	1%	6
Cc1cccc(NC(=O)COc2ccc3c(=O)c(Oc4ccccc4)c(C)oc3c2)n1	-5%	-6
COc1ccccc1CN(C)C(=O)Cc1c(C)nc2ccccc2c1C	?	3
CC(=O)c1ccc(NC(=O)[C@@]2(CC(=O)O)CC(c3ccc(Br)cc3)=NO2)cc1	45µM*	4
Cc1ccc(-c2cc(C(=O)O)c3ccc(Br)cc3n2)o1	?	13
Cn1c(-c2ccc(F)cc2)cc2ccccc21	55%	-3
CCOc1cc(CNC(=O)c2cccc(NC(=O)c3nnc(C)s3)c2)cc(OCC)c1OCC	-25%	-17
COc1ccc(OC)c(/C=N/O)c1	-35%	7
Cc1ccc(OCc2nc3ccccc3n2C(C(=O)NC(C)(C)C)c2ccncc2)cc1 (stereo unspecified)	10%	-2
CC1(C)CC(=O)C2=C(C1)NC1=C(C(=O)c3ccccc31)C2c1cccc(Cl)c1 (stereo unspecified)	?	6
CC(C)c1ccc(C(=O)NCCc2c[nH]c3ccccc23)cc1	-30%	4
CC(=O)Nc1nc2ccc(NC(=O)CCC(=O)N3CCCCCC3)cc2s1	25%	3
CC(Sc1ccc(F)cc1)C(=O)NC1(C#N)CCCCC1 (stereo unspecified)	?	1
COc1ccccc1/C=C/C=C(/C#N)C(=O)Nc1ccccc1C(=O)O	7.1µM*	9
COC(=O)c1ccc(NC(=O)C(NC(=O)c2ccc(OC)cc2)C(C)C)c(C)c1 (stereo unspecified)	-29%	3
O=C(Nc1cc(C(F)(F)F)ccc1Cl)C1(F)C(F)(F)C(F)(F)C(F)(F)C(F)(F)C1(F)F	?	7
CN(Cc1ccccc1)C(=O)[C@@H]1CCCN1C(=O)OC(C)(C)C	5%	-8
Cc1cccc(-c2nc(CS(=O)CC(=O)NCCN(Cc3ccccc3)C(C)C)c(C)o2)c1 (stereo unspecified)	10%	2
COCCCNc1oc(/C=C/c2cccc(OC)c2)nc1C#N	?	2
COc1cc2c(cc1OC)CN(C(=O)c1oc3ccc(F)cc3c1C)CC2	-25%	12
CCOC(=O)c1cnc(Nc2ccccc2OC)c2ccccc12	4%	-11
O=C(NCc1ccc(Cl)cc1)C1CCCN(c2ncnc3nc[nH]c23)C1 (stereo unspecified)	0%	-4
S=C(NCCc1ccccc1)N/N=C/c1cccc(Br)c1	?	3
CCCCCCCNC(=O)CCC(=O)NCCC(C)C	6%	?
O=C(C(Sc1nncn1-c1ccccc1F)c1ccccc1)N1CCCCC1 (stereo unspecified)	?	-4
Cc1ccc(C(NC(=O)CCl)C2CC2)cc1 (stereo unspecified)	?	3
CN(C)C(=O)c1cc(Cl)ccc1F	1%	4
O=c1c(Cl)c(N2CCN(S(=O)(=O)c3ccccc3F)CC2)cnn1Cc1ccccc1	0%	11
CC(C)NC(=O)CSc1nnc(-c2cccnc2)o1	6%	7
CN(C)c1ccc(C(=O)Nc2cnc3ccccc3c2)cc1	40µM*	2
CC(C)CNC(=O)NC(=O)COC(=O)c1cc(-c2ccco2)nc2ccccc12	?	4

# An excerpt from further up, as a working copy:
Structure	ALOX12 inh	LDHA inh
O=c1c(Cl)c(N2CCN(S(=O)(=O)c3ccccc3F)CC2)cnn1Cc1ccccc1	0%	11
CC(C)NC(=O)CSc1nnc(-c2cccnc2)o1	6%	7
CN(C)c1ccc(C(=O)Nc2cnc3ccccc3c2)cc1	40µM*	2
CC(C)CNC(=O)NC(=O)COC(=O)c1cc(-c2ccco2)nc2ccccc12	?	4

# Profiles as entered above:
# `CCOC(=O)c1cnc(Nc2ccccc2OC)c2ccccc12` is listed with ALOX12 inh: 4%; LDHA inh: -11
# `S=C(NCCc1ccccc1)N/N=C/c1cccc(Br)c1` is listed with ALOX12 inh: ?; LDHA inh: 3

# Three records picked at random from the list so far, as already listed:
Structure	ALOX12 inh	LDHA inh
CC(C)NC(=O)CSc1nnc(-c2cccnc2)o1	6%	7
S=C(NCCc1ccccc1)N/N=C/c1cccc(Br)c1	?	3
O=C(NCc1ccc(Cl)cc1)C1CCCN(c2ncnc3nc[nH]c23)C1 (stereo unspecified)	0%	-4
